influenza NS1A = H1N1 influenza NS1A inhibitors, functional cell based assay (AID 504329). NS1A functional cell-based assay, percent inhibition; higher % means a stronger effect. inhibition, % at 12.5 µM; hits with a dose series show IC50 in µM. 340,000 compounds, 0.3% hits; in the data active means a potency from the dose series; inconclusive means inhibition above about 27% without an active follow-up result; further: strong numbers were not always called active
M. tuberculosis HTS = M. tuberculosis growth inhibition, HTS (AID 449762). M. tuberculosis H37Rv growth inhibition, 7H9 media; higher % means a stronger effect. inhibition, % at 25 µM; hits with a dose series show IC50 in µM. 330,000 compounds, 0.59% hits; in the data active means a potency from the dose series; inconclusive means inhibition above about 70% without an active follow-up result;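 further: bacterial growth assessed after seven days of incubation; strong numbers were not always called active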
M. tuberculosis = growth inhibition of non-replicating M. tuberculosis (AID 488890) | Mycobacterium tuberculosis non-replicating, growth inhibition; higher % means a stronger effect | one-dose inhibition, % at 25 µM; IC50 in µM for titrated hits | 320,000 compounds, 0.39% hits; in the data active means a potency from the dose series; inconclusive means inhibition mostly from about 82% at the one dose, without a potency; inactive means the rest, 99 in 100 with inhibition below about 76%;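 further: plate controls were DMSO cells for no effect and high antibiotic wells for full effect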
VEEV TC-83 Vero = inhibitors of VEEV TC-83 cytopathic effect, confirmation, Vero cells (AID 588727) | 350,000 compounds, 0.13% hits | one-dose inhibition, % at 20 µM; IC50 in µM for titrated hits | Vero cells, VEEV TC-83 cytopathic effect inhibition; higher % means a stronger effect; in the data active means a potency from the dose series; inconclusive means inhibition mostly from about 14% at the one dose, without a potency; inactive means the rest, 99 in 100 with inhibition below about 12%; further: strong numbers were not always called active
Salmonella PhoP GFP = Inhibition of PhoP regulon, Salmonella typhi GFP reporter cells, confirmation, 4 h (AID 1850). Salmonella Typhi PhoP-promoter GFP reporter, fluorescence, 4 h; higher % means a stronger effect. inhibition, % at 50 µM, or IC50 in µM where a hit was titrated. 310,000 compounds, 0.33% hits; in the data active means a potency from the dose series; inconclusive means inhibition mostly from about 25% at the one dose, without a potency; inactive means the rest, 99 in 100 with inhibition below about 19%;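 further: 0% = induced wells with vehicle and 100% = uninduced wells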
VEEV TC-83 Vero 10K pilot screen = also measured in VEEV TC-83 Vero; calls as there; inhibition, %; measured here: 10K pilot screen inhibition
The depositor's hits bear a star; i = inactive; ? = inconclusive; . = not tested or not shown.

SMILES	influenza NS1A	M. tuberculosis HTS	M. tuberculosis	VEEV TC-83 Vero	Salmonella PhoP GFP	others
Cc1ccc(-c2nnc(SCC(=O)NNC(=O)COc3cccc(C)c3)n2C)cc1	0%	-7%	-4%	4.5%	0%
CC(C)C(NC(=O)c1c(F)cccc1F)C(=O)NCCc1ccc(S(N)(=O)=O)cc1 (centres undefined)	-9%	13%	-1%	0.3%	11%
Cc1ccccc1NS(=O)(=O)c1ccc(C(=O)N2CCC2)cc1	-4%	2%	6%	2.3%	-8%
COc1ccccc1C(=O)N1CCN(Cc2cn[nH]c2-c2ccc(F)cc2F)CC1	-1%	0%	-11%	1.6%	-8%
CC(=O)Nc1nonc1-c1nc2ccccc2n1Cc1nnc(C)o1	-8%	-3%	1%	i	0%
O=C(C(=O)N1CCc2ccccc2C1)c1c[nH]c2ccccc12	-3%	-4%	12%	0.5%	-16%
CCN(CC)S(=O)(=O)c1ccc(NC(=O)C(OC)c2ccccc2)cc1 (centres undefined)	-6%	2%	13%	1.4%	7%
COC(=O)c1sccc1NC(=S)N1CCC(C(N)=O)CC1	13%	-3%	3%	7.4%	12%
CCCC(=O)NC(c1ccc(C)cc1)c1ccc2cccnc2c1O (centres undefined)	5%	11%	-7%	13%	1%
O=C(Cc1ccccc1)Nc1ccccc1N1CCOCC1	7%	-1%	-2%	i	10%

Among those listed so far, 2 have a halogen:
SMILES	influenza NS1A	M. tuberculosis HTS	M. tuberculosis	VEEV TC-83 Vero	Salmonella PhoP GFP	others
CC(C)C(NC(=O)c1c(F)cccc1F)C(=O)NCCc1ccc(S(N)(=O)=O)cc1 (centres undefined)	-9%	13%	-1%	0.3%	11%
COc1ccccc1C(=O)N1CCN(Cc2cn[nH]c2-c2ccc(F)cc2F)CC1	-1%	0%	-11%	1.6%	-8%

Continuation.
SMILES	influenza NS1A	M. tuberculosis HTS	M. tuberculosis	VEEV TC-83 Vero	Salmonella PhoP GFP	others
CN(C(=O)Nc1ccc(S(=O)(=O)N(C)C)cc1)C1CCCCC1	4%	7%	-11%	1.5%	-7%
Cc1cccc(NC(=O)c2ccccc2NC(=O)C(C)(C)C)n1	14%	1%	-13%	0.5%	5%
Cc1ccc(-c2nn(-c3ccccc3)cc2CN(Cc2ccccc2)C(=O)CCC(=O)O)o1	0%	-5%	65%	i	-2%
Cc1ccccc1-c1nc(C#N)c(NCc2ccco2)o1	4%	9%	69%	0.1%	-8%
C/C(=N\NC(=S)NC(C)C)c1ccccc1OC(F)F	10%	9%	?	0.9%	-3%
COc1ccc(C2=NOC(Cn3nc(-c4ccccc4)cc3C(=O)NCc3cccs3)C2)cc1 (centres undefined)	9%	9%	34%	7.0%	.
NC(=NCCc1c[nH]c2ccccc12)NS(=O)(=O)c1ccc2ccccc2c1	4%	-7%	13%	7.6%	-21%
CCn1cnc2scc(-c3ccc(OC)cc3)c2c1=O	-1%	1%	35%	3.9%	-6%
COCCCn1c2nc3ccccc3nc2c2c(=O)n(Cc3ccc(Cl)cc3)cnc21	-2%	3%	-11%	i	2%
CC(=O)N1CCN(CC(O)COc2ccc(OCc3ccccc3)cc2)CC1 (centres undefined)	4%	0%	27%	0.4%	9%
O=C(Nc1ccc2c(c1)OCO2)C1CC(=O)N(c2cccc(Cl)c2)C1 (centres undefined)	4%	3%	-8%	0.5%	0%
FC(F)(F)C1=CC(c2ccc(Cl)cc2)=NCCN1	9%	-10%	-4%	0.8%	4%
CC1CCN(C(=O)CSc2nnc3ccc(-c4cccnc4)nn23)CC1	-2%	-11%	-15%	2.6%	-3%
CCOC(=O)Cc1csc(N/C(=N/S(=O)(=O)c2ccc(F)cc2F)c2ccccc2)n1	1%	1%	7%	0.5%	-8%
CCN(CC(=O)NC(C)C)C(=O)CCNC(=O)c1ccc(Cl)cc1	-4%	1%	-2%	0.2%	0%
CCOC(=O)CSc1nc(C)cc(C)c1C#N	0%	0%	41%	5.8%	-2%
Cc1nnc(NC(=O)C2CCCC2)s1	3%	5%	-4%	i	-8%
Cc1nn(CC(=O)N2CCN(C34CC5CC(CC(C5)C3)C4)CC2)c(C)c1[N+](=O)[O-]	11%	-2%	0%	i	11%
O=C(NNC(=O)C1CC1)c1cc(Cl)nc2ccccc12	-8%	-4%	1%	3.6%	-8%
O=C(c1ccc(Cl)cc1Cl)N1CCC(C(=O)N2CCOCC2)CC1	5%	2%	-22%	0.5%	3%
NS(=O)(=O)c1ccc(CCNC(=O)NC2(C(F)(F)F)Oc3ccccc3O2)cc1	1%	-2%	6%	i	3%
Cc1ccc(S(=O)(=O)N(CC(=O)NCc2ccco2)Cc2ccccc2F)cc1	8%	.	.	2.7%	.	VEEV TC-83 Vero 10K pilot screen=0.9
Cc1nc(C(=O)O)nn1-c1cc(Cl)ccc1Cl	3%	6%	-5%	0.8%	-7%
O=C(/C=C/c1ccccc1)NC(=S)Nc1ccc(N2CCOCC2)cc1	15%	-4%	?	i	-8%
Cc1cc(=O)c(C(=O)O)nn1-c1ccccc1F	-2%	-3%	-8%	0.4%	0%
O=C(NCc1cccnc1)c1cc(-c2ccc(Cl)cc2)oc1C(F)(F)F	-9%	2%	25%	i	-2%
CCN1C(=O)/C(=C2/SC(C)=C(C)N2CC)SC1=S	12%	2%	8%	6.7%	-4%
Cc1ccc(C(=O)OCC(=O)NCc2ccco2)cc1S(=O)(=O)N1CCOCC1	-8%	1%	-9%	2.1%	-7%
Cc1nc(-c2coc3cc(C)c(N=O)c(O)c3/c2=N\N)cs1	-4%	-3%	-20%	0.8%	6%
CCN(CC)S(=O)(=O)c1ccc(S(=O)(=O)N2CCCC(C(=O)NC3CC3)C2)cc1 (centres undefined)	7%	-6%	-2%	i	8%
O=C(CSc1cccc2cccnc12)Nc1ccc(S(=O)(=O)N2CCOCC2)cc1	-5%	-4%	25%	0.8%	30%
O=C(COC(=O)C1CCCN1C(=O)c1cccs1)c1ccccc1 (centres undefined)	10%	-10%	20%	0.5%	-6%	VEEV TC-83 Vero 10K pilot screen=0.2
Cn1nc(C(F)(F)F)c(C#N)c1N1CCN(c2ccccc2)CC1	3%	-3%	21%	2.2%	-19%
CCN1CCN(c2ncnc3ccc(Br)cc23)CC1	8%	0%	-9%	0.7%	3%
COc1ccc(-c2cc3ccccc3s2)cc1[C@H]1[C@H]2C=CC[C@@H](C)[C@@H]2C(=O)N1Cc1ccccc1	-6%	4%	19%	i	-22%
C=CP(=O)(O)c1ccccc1	-7%	-4%	-18%	i	3%
C/C(=N\NC(=O)CSc1nc(C)cc(C)n1)c1ccc2c(c1)OCCO2	0%	2%	6%	3.5%	-9%
COc1ccc(C(=O)CSc2n[nH]c(C)n2)cc1[N+](=O)[O-]	.	-6%	8%	1.7%	4%
O=C(NCCN1CCOCC1)c1cc(Cl)ccc1[N+](=O)[O-]	.	4%	8%	.	-2%
CC(C)[C@H](NC(=O)N1c2ccccc2NC(=O)[C@@H]1C(C)C)C(=O)N[C@@H](Cc1c[nH]c2ccccc12)C(=O)O	-3%	-17%	5%	i	2%

Entries above that have a thiophene ring, fused or not (5):
SMILES	influenza NS1A	M. tuberculosis HTS	M. tuberculosis	VEEV TC-83 Vero	Salmonella PhoP GFP	others
COC(=O)c1sccc1NC(=S)N1CCC(C(N)=O)CC1	13%	-3%	3%	7.4%	12%
COc1ccc(C2=NOC(Cn3nc(-c4ccccc4)cc3C(=O)NCc3cccs3)C2)cc1 (centres undefined)	9%	9%	34%	7.0%	.
CCn1cnc2scc(-c3ccc(OC)cc3)c2c1=O	-1%	1%	35%	3.9%	-6%
O=C(COC(=O)C1CCCN1C(=O)c1cccs1)c1ccccc1 (centres undefined)	10%	-10%	20%	0.5%	-6%	VEEV TC-83 Vero 10K pilot screen=0.2
COc1ccc(-c2cc3ccccc3s2)cc1[C@H]1[C@H]2C=CC[C@@H](C)[C@@H]2C(=O)N1Cc1ccccc1	-6%	4%	19%	i	-22%

Later entries:
SMILES	influenza NS1A	M. tuberculosis HTS	M. tuberculosis	VEEV TC-83 Vero	Salmonella PhoP GFP	others
COc1ccc(N(CC(=O)Nc2ccc(C(C)C)cc2)S(=O)(=O)c2c(C)noc2C)cc1	6%	12%	7%	1.2%	-9%
CCOC(=O)C1=C(C)NC(C)=C(C(=O)OCC)C1c1ccc(O)cc1	-2%	1%	-1%	6.1%	8%
COc1ccc(-c2nc(C)c(C(C)=O)n2O)cc1[N+](=O)[O-]	-5%	-4%	10%	1.3%	17%
COC(=O)c1ccc(CSc2nnc(-c3ccncc3)o2)o1	6%	?	7.2µM*	0.7%	3%
CCN1CCN(C(=O)CN2C(=O)COc3ccc(S(=O)(=O)N4CCOCC4)cc32)CC1	-2%	-5%	-5%	0.3%	-1%
Cc1ccc2nc(C3CCN(CC(=O)Nc4ccc5c(c4)OCCO5)CC3)[nH]c2c1	6%	1%	11%	i	-10%	VEEV TC-83 Vero 10K pilot screen=4.1
CCCS(=O)(=O)N1CCC(C(=O)NCCCOCC)CC1	0%	-3%	-18%	i	-8%
Cc1c(N2CCCC2)cc2c(c1NC(=O)c1ccccc1Cl)C(C)(C)CC2(C)C	7%	64%	72%	i	1%
O=C(Cc1ccccc1Cl)N1CCOCC1	-4%	-2%	-17%	i	-4%
COc1ccc(-c2csc3ncnc(Oc4cccc5ccc(C)nc45)c23)cc1	8%	57%	44%	6.2%	2%
CCN(Cc1nc2cc(Cl)ccc2c(=O)[nH]1)C(=O)c1ccc(C)c(NC(=O)c2ccco2)c1	-8%	-7%	77%	5.8%	.
Cc1nn(Cc2ccccc2)c(Cl)c1C(=O)O	-10%	-4%	-5%	0.8%	-11%
CC(CC(=O)O)CC(=O)Nc1cc([N+](=O)[O-])ccc1O (centres undefined)	1%	1%	-29%	i	-5%
COc1cc(C(=O)N2CCN(Cc3ccc4c(c3)OCO4)CC2)cc(OC)c1OC	3%	7%	8%	0.3%	6%
CCOC(=O)C1=C(c2ccccc2)N(C)C(=O)NC1c1ccc(O)c(OC)c1 (centres undefined)	11%	-7%	8%	i	-5%
O=C(COC(=O)CNC(=O)c1ccccc1Cl)NC1CC1	-9%	5%	10%	1.2%	.

Compounds as they come (roughly 1.6% active in at least one column).
